Bioassay records: PubChem, National Center for Advancing Translational Sciences (NCATS)
DRD3 agonist = agonists of human D3 dopamine receptor; D3R DiscoveRx beta-arrestin cells, luminescence, 90 min; max activation, %; 0.58% of 410,000 active; AID 652048; in the data active = max activation above about 30%; also: 0% is about no effect; mostly tested at two doses, the higher about 12 µM
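Agonist mode: compounds and dopamine controls were applied to plated cells for 90 min at 37 degrees C after an overnight attachment at 1500 cells/well. Luminescent read-out followed 30 - 60 minutes at room temperature with DiscoveRx detection reagent.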
PTHR1 ag = activates the human parathyroid hormone receptor PTHR1 | Q03431 | HEK293 GP2 PTHR1 cells, GloSensor cAMP luminescence, 1 h | Potency, µM (titrated, usually from 115 µM), inactives show top-dose activation, actives largely listed as activators | 0.075% of 410,000 active | AID 743266; also: potency is read from the fitted curve at half-maximal effect; nearly all actives have a fitted effect of over 55% in size; some results filed as inactive show a strong effect at the top dose; inactives centre near -15; many of its hits are not listed in these tables
Target sequence (Q03431 whole entry, looked up): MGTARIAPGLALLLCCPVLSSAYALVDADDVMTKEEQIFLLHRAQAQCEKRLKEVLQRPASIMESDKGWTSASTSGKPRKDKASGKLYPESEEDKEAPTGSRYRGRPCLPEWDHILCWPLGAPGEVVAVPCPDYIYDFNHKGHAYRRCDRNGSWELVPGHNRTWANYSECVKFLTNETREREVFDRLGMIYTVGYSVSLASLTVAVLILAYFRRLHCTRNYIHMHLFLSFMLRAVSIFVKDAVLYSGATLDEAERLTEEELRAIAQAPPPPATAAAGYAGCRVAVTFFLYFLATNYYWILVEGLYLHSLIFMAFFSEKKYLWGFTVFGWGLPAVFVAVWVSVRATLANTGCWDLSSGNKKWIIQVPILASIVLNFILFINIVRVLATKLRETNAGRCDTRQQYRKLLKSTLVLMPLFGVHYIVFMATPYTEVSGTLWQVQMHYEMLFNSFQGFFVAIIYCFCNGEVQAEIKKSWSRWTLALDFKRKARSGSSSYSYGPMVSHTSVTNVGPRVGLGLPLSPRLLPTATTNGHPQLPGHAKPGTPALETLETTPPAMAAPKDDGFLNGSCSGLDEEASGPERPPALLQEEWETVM
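HEK-293-derived GP2 cells expressing PTHR1 and a GloSensor cAMP reporter, 3,000/well, plated overnight, given luciferin plus IBMX (each 0.5 mM as added) for 1 h at 37 °C, then compound for 1 h at 37 °C. Luminescence was read after 15 min at room temperature.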
aSyn rescue = inhibitors of alpha-synuclein toxicity in yeast | Yeast expressing alpha-synuclein, growth rescue, BacTiter-Glo, 24 h | Potency, µM (top dose mostly 46.1 µM), without a hit: at the top dose growth rescue (activation), most hits filed as activators | 0.14% of 370,000 active | AID 652106; also: potency is read from the fitted curve at half-maximal effect; % of control where 0% means no effect; nearly all actives have a fitted effect of over 65% in size
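Rescue of yeast growth: cells expressing toxic alpha-synuclein, induced in galactose at OD600 0.02, incubated with compound 24 h at 30 C. ATP luminescence quantified growth; inhibitors of toxicity appear as activators.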
DRD3 antagonist = D3 dopamine receptor (human) antagonism | P35462 | D3R cells, DiscoveRx beta-arrestin luminescence, antagonist mode; hits give low values | max response, negative = inhibition, % | 2.5% of 360,000 active | AID 652054; in the data active = max response below about -50%; inconclusive = no clear call, values can overlap the other calls; also: % is scaled to controls: 0 for no effect and ±100 for the full control effect; mostly tested at two doses, the higher about 12 µM
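Cells plated overnight at 1500 cells/well, then exposed to library compounds with dopamine controls for 90 minutes at 37 degrees C. DiscoveRx reagent added for 30–60 minutes at room temperature; luminescence read, quantitative HTS format.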
HEK293 tox = cytotoxicity counter-screen for GLP-1 receptor inverse agonists; HEK293 cAMP-luciferase reporter cells, luminescence, 24 h; Potency, µM (top dose mostly 38.3 µM), for the others: at the top dose activity change, negative = inhibition, usual class: inhibitors; 0.13% of 410,000 active; AID 624418;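 also: loss of luciferase light is scored as toxicity; potency is read from the fitted curve at half-maximal effect; % is scaled to controls: 0 for no effect and ±100 for the full control effect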
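Cells in DMEM/10% Nu serum/1% pen-strep, 1536-well format. Pre-incubated 12 h, dosed with 23 nL compound, incubated a further 24 h. Luciferase detection, 12 min at room temp, luminescence.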
TDP43 rescue = inhibitors of TDP-43 toxicity in yeast. TDP-43 expressing yeast growth rescue, BacTiter-Glo, 24 h. Potency, µM (series often up to 46.1 µM), without a hit: at the highest dose growth rescue (activation), most hits filed as activators. 1.8% of 410,000 active. AID 652104; also: potency is read from the fitted curve at half-maximal effect; % of control where 0% means no effect; nearly all actives have a fitted effect of over 50% in size
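Readout is BacTiter-Glo luminescence of cell growth, so inhibitors register as activators. TDP-43-expressing yeast at OD600=0.02 in galactose medium, after raffinose pregrowth to mid-log, were incubated with compound for 24 hr at 30 deg C.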
GLP1R ag = agonists of human GLP-1 receptor; P43220; HEK293 GLP-1R CRE-luciferase, luminescence, 4-6 h; cells express a hypersensitive GLP-1R form; Potency, µM (highest dose often 45.6 µM), without a hit: top-dose activation, most hits filed as activators; 0.007% of 380,000 active; AID 624172; also: potency is read from the fitted curve at half-maximal effect; % of control where 0% means no effect
Target sequence (P43220 whole entry, looked up): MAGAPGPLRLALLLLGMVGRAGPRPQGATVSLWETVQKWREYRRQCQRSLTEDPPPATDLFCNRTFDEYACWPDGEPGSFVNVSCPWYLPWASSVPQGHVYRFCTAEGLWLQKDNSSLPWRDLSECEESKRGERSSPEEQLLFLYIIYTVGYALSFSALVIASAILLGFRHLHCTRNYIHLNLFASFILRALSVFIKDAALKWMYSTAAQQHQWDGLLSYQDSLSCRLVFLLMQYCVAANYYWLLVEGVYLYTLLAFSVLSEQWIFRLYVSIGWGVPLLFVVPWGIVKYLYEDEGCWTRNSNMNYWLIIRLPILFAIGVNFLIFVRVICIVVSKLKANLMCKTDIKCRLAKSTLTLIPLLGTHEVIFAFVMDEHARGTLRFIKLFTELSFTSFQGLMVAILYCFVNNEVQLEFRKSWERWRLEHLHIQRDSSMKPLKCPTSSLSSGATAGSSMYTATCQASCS
GLP1R inv ag = inverse agonists of human GLP-1 receptor; HEK293 GLP-1R CRE-luciferase, luminescence, 24 h; GLP-1R form is constitutively active; 1.6% of 410,000 active; Potency, µM (series often up to 38.3 µM), for inactives: at the highest dose activity change, negative = inhibition, usual class: inhibitors; also: potency is read from the fitted curve at half-maximal effect; % is scaled to controls: 0 for no effect and ±100 for the full control effect; nearly all actives have a fitted effect of over 55% in size
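Readout was luciferase luminescence, measured 12 min after detection reagent at room temperature. Beforehand, GLP-1R reporter HEK293 cells had sat 12 h, then received compounds for 24 hr at 37 deg C.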
KB-V1 MDR tox = kills drug-selected multidrug resistant KB-V1 cells; KB-V1 MDR cells viability, CellTiter-Glo, 72 h; Potency, µM (highest dose often 46.1 µM), inactives show at the highest dose activity change, negative = cytotoxicity, most hits filed as cytotoxic; 3.4% of 400,000 active; AID 1347076; also: potency is read from the fitted curve at half-maximal effect; % is scaled to controls: 0 for no effect and ±100 for the full control effect; nearly all actives have a fitted effect of over 60% in size
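Drug-selected KB-V1 cells, grown in DMEM lacking phenol red with 10% FBS, receive compound titrations; after three days at 37 degrees C, surviving cell ATP is quantified by CellTiter-Glo luminescence and responses normalized and curve-fitted.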
Starred values were filed as active, the others as inactive; i = inactive; u = inconclusive; x = no result given; & = joins results of further samples; [ ] = another dose, or the depositor's remark. Unless noted, calls follow the shape of the dose curve; as a rule, active = well fitted curve in the direction sought with a large enough effect; inconclusive = small, poorly fitted or top-dose-only effect, or another doubt; inactive = no such curve, though single readings can be large; an effect the other way counts as inactive or inconclusive.

1. COc1ccc(C2CC(=O)c3c(O)cc(O)cc3O2)c(CC=C(C)C)c1OC (stereo unspecified)
2. Cc1ccc2c(c1)NC(=O)C(CC(=O)NCCN(CC(C)C)CC(C)C)O2 (stereo unspecified)
3. Cc1ccc([N+](=O)[O-])cc1NC(=O)CN(C(=O)c1ccccc1Cl)C1CCCCC1
4. CC(C)C[C@H]1CNC(=O)C(=O)N1C[C@H]1CCCN1C[C@H](CC(C)C)N1C[C@H](Cc2ccccc2)N(CC2CCCCC2)C(=O)C1=O
5. COc1ccc(NC(C)=O)cc1S(=O)(=O)NC(Cc1ccccc1)C(=O)NCc1ccccc1C (stereo unspecified)
6. CCOC(=O)c1cc(C#N)c(SCC(=O)c2cc(C#N)c(SC)nc2C)[nH]c1=O
7. CCCOc1ccc(N2C(=O)CC(NNC(=O)c3ccc(COc4ccccc4)o3)C2=O)cc1 (stereo unspecified)
8. O=C(CCc1nnc(CCCCc2ccccc2)o1)NCCN1CCCCC1=O
9. Cc1cc(C)c2nc(SCC(=O)NCCC3=CCCCC3)cc(C)c2c1
10. COc1ccc(C(=O)CN2C(=O)NC(C)(c3ccc(C)cc3)C2=O)cc1OC (stereo unspecified)

entry no. | 1 | 2 | 3 | 4 | 5 | 6 | 7 | 8 | 9 | 10
DRD3 agonist | 0.0 | -2.7 | -9.6 | 4.3 | 3.2 | -11.7 | -2.6 | -23.1 | -3.3 | 4.6
PTHR1 ag | -12.9% | -60.4%[inhibitor] | i | 3.8% | -2.5% | i | -7.9% | i | i | i
aSyn rescue | -69.3%[inhibitor] | 4.2% | 2.5% | 7.9% | 0.8% | 0.4% | -0.8% | -5.0% | 12.8% | 6.7%
DRD3 antagonist | 8.8 | 10.9 | 9.9 | 2.8 | 8.0 | -27.8 | 1.4 | -1.1 | 6.8 | 0.0
HEK293 tox | 0.8% | -5.7% | -30.0% | 3.1% | 5.8% | 5.4% | -19.0% | 5.3% | -8.2% | -6.1%
TDP43 rescue | -93.1%[inhibitor] | 11.5% | 29.3% | -8.5% | -9.8% | -12.7% | -0.5% | -8.5%[0.397 µM] | 12.9% | 10.7%
GLP1R ag | 0.8% | -6.8% | -11.9% | -2.7% | 11.9% | -2.3% | 0.6% | 19.8% | -0.8% | 7.7%
GLP1R inv ag | u | 6.4% | 10µM* | 12.5% | 8.0% | 6.2% | -18.3% | 20.8% | 13.1% | 22.1%
KB-V1 MDR tox | -6.6% | -0.4% | -23.5% | -2.4% | -5.8% | u | -4.6% | -14.4% | -27.1% | 7.2%

11. CCOc1ccccc1CN1CCNC(=O)C1CC(=O)N(C)Cc1nonc1C (stereo unspecified)
12. Cc1cc2oc(C(=O)Nc3sc4c(c3C(=O)NCC3CCCO3)CCC4)cc(=O)c2cc1C (stereo unspecified)
13. COc1ccc(CN2CCN(C3CCC3)CC2CCO)c(F)c1 (stereo unspecified)
14. O=C1CN(C(=O)Cn2ncc(Cl)c(Cl)c2=O)c2ccccc2N1
15. CCOC(=O)NC(=O)c1cn(Nc2ccccc2C(F)(F)F)c(=O)[nH]c1=O
16. O=C(NCc1cc([N+](=O)[O-])ccc1O)c1cccnc1Sc1ccccc1Cl
17. C=CCNC(=O)c1onc(CSc2ccc(F)cc2)c1C(=O)NCC=C
18. N#CCSc1nc(-c2ccccc2)cs1
19. Cc1nc(N2CCN(c3ccccn3)CC2)c2c(C)c(C(=O)Nc3c(F)cc(F)cc3Br)sc2n1
20. COc1ccccc1NC(=O)C1CCN(S(=O)(=O)c2ccc3c(c2)NC(=O)C(C)S3)CC1 (stereo unspecified)

entry no. | 11 | 12 | 13 | 14 | 15 | 16 | 17 | 18 | 19 | 20
DRD3 agonist | -3.6 | -0.3 | -11.5 | 7.3 | 4.6 | 0.0 | -2.3 | 0.4 | 39.3* | -7.9
PTHR1 ag | -11.8% | i | -19.4% | -26.1% | -6.9% | u | 18.2% | -24.2% | i | -94.0%[inhibitor]
aSyn rescue | -8.5% | x | -5.3% | -1.6% | 8.6% | 0.0% | 0.5% | 1.4% | 7.5% | -10.4%
DRD3 antagonist | -19.7 | x | -23.7 | 17.8 | -4.6 | -15.8 | -2.8 | -24.2 | 39.8 | 2.9
HEK293 tox | 8.8% | 37.5%[activator] | 0.2% | u | 5.4% | u | 1.0% | 4.0% | -1.3% | -6.2%
TDP43 rescue | -35.3%[inhibitor] | 11.7% | -18.1% | 0.0% | -11.3% | -3.8% | 15.0% | 0.0% | u | -0.8%
GLP1R ag | 0.4% | x | 3.6% | -8.1% | 3.0% | 4.2% | 17.4% | 3.3% | -5.1% | -8.3%
GLP1R inv ag | -14.6% | 3.8% | -9.7% | u | 2.8% | -2.8% | -5.0% | 12.4% | 4.47µM* | u
KB-V1 MDR tox | -10.7% | -3.7% | -1.5% | u | 5.7% | 6.2% | 0.0% | 7.5% | u | 0.0%

21. CCCCOc1ccccc1NC(=O)C=C(C)C
22. Cc1cc(=O)oc2cc(OC(C)C(=O)NCC3CCC(C(=O)O)CC3)c(Cl)cc12 (stereo unspecified)
23. CC(C)Sc1nc2c([nH]c3ccccc32)c(=O)n1C
24. Brc1ccsc1-c1csc(-c2ccncc2)n1
25. CCn1cc(C(=O)NCC(OC)OC)c(=O)c2cc(S(=O)(=O)N(C)C3CCCCC3)ccc21
26. Cc1ccc2sc(NNC(=O)c3cc(=O)c4ccccc4o3)nc2c1C
27. CCCC1C(=O)N(Cc2ccccc2)C(=O)CC1C (stereo unspecified)
28. CCN(CC(=O)Nc1ccc(NC(C)=O)cc1)C(=O)C1CC1
29. CC(C)Oc1ccccc1NC(=O)CSc1nccn1C
30. COc1cccc(C2CC(c3cccs3)=NN2C(=O)CSc2nc3ccccc3o2)c1OC (stereo unspecified)

entry no. | 21 | 22 | 23 | 24 | 25 | 26 | 27 | 28 | 29 | 30
DRD3 agonist | -6.4 | 24.2 | 5.5 | -1.4 | 2.6 | 1.7 | 2.4 | 4.9 | 2.6&-3.7 | -0.2
PTHR1 ag | i | 6.8% | i | i | -24.3% | i | i | i | i | -4.4%
aSyn rescue | -7.5% | -8.0% | -0.6% | 22.8% | 5.9% | -10.2% | 2.0% | 0.4% | 1.3% | -0.2%
DRD3 antagonist | -23.2 | -21.1 | 15.2 | -4.7 | 6.0 | -10.1 | -6.8 | -3.2 | -0.5 | -11.8
HEK293 tox | 5.2% | 1.4% | 3.8% | 9.1% | -3.7% | -11.6% | -7.3% | 15.2% | -1.4%&-0.9% | 3.1%
TDP43 rescue | -8.6% | 16.8% | 17.7% | u | 0.6% | u | -3.0% | 5.1% | -11.5%&26.1% | 0.4%
GLP1R ag | 0.6% | -1.0% | 3.9% | 20.4% | 4.7% | -4.7% | 0.9% | u | 5.7% | -7.5%
GLP1R inv ag | u | 6.2% | -2.9% | 12.0% | 11.9% | -8.4% | -17.6% | 5.5% | -18.2%&23.6% | 6.3%
KB-V1 MDR tox | -3.4% | -1.7% | 0.9% | 3.8% | u | -6.4% | -6.5% | 9.6% | -1.7%&-7.4% | -2.2%

An excerpt from above, showing only GLP1R ag and TDP43 rescue.
no.	molecule	GLP1R ag	TDP43 rescue
26	Cc1ccc2sc(NNC(=O)c3cc(=O)c4ccccc4o3)nc2c1C	-4.7%	u
27	CCCC1C(=O)N(Cc2ccccc2)C(=O)CC1C (stereo unspecified)	0.9%	-3.0%
28	CCN(CC(=O)Nc1ccc(NC(C)=O)cc1)C(=O)C1CC1	u	5.1%
29	CC(C)Oc1ccccc1NC(=O)CSc1nccn1C	5.7%	-11.5%&26.1%

(next part)
31. COc1cc(CC2COC(=O)C2(O)Cc2ccc(O)c(OC)c2)ccc1O (stereo unspecified)
32. Cc1ccc(C(=O)n2nc(-c3ccco3)nc2NCc2cccs2)cc1
33. Cc1ccc(NS(=O)(=O)c2ccc(NS(=O)(=O)c3cccs3)cc2)cc1
34. CCC(C)NC(=O)CSc1nnc(-c2ccc(C)cc2)c(-c2ccc(C)cc2)n1 (stereo unspecified)
35. CCN(CC)c1nc2c(c(=O)[nH]c(=O)n2C)n1Cc1ccccc1Cl
36. COc1ccc(NC(=O)COc2ccccc2)cc1Cl
37. O/N=C/c1ccc(OCc2ccccc2)c(Cl)c1
38. CCOC(=O)CC1C(=O)NCCN1S(=O)(=O)c1ccccc1Cl (stereo unspecified)
39. O=C(C1CC(=O)N(C2CCCCC2)C1)N1CCc2ccccc21 (stereo unspecified)
40. C=CCSc1nc(N(CC)CC)c2sccc2n1

entry no. | 31 | 32 | 33 | 34 | 35 | 36 | 37 | 38 | 39 | 40
DRD3 agonist | 5.5 | 11.5 | 11.1 | -0.3 | 0.8 | -0.8 | -8.4 | -1.4 | -2.8 | 2.9
PTHR1 ag | -14.9% | i | -25.3%[57.5 µM] | -4.7% | i | i | -14.8% | i | i | -14.2%[57.5 µM]
aSyn rescue | 0.9% | x | 4.0% | x | -3.0% | -7.6% | -5.3% | -1.7% | 13.7% | 5.6%
DRD3 antagonist | 2.2 | x | 4.5 | x | 8.9 | -14.6 | 1.3 | -5.2 | 15.4 | -14.2
HEK293 tox | -17.8% | -4.7% | -0.2% | -1.3% | 0.3% | -8.8% | -16.5% | -15.8% | -6.5% | 32.3%[activator]
TDP43 rescue | 6.1% | 11.9% | -5.8% | 6.8% | 7.4% | 11.2µM* | 22.4µM* | 20.7% | 16.9% | u
GLP1R ag | -1.9% | x | -5.7% | x | 10.4% | 9.4% | 20.6% | -6.0% | 4.0% | 2.3%
GLP1R inv ag | 0.4% | 5.8% | 0.0% | 10.2% | 1.1% | -18.1% | u | 0.0% | 6.1% | u
KB-V1 MDR tox | 13.2% | 9.3% | -7.0% | 8.7% | u | 13.2% | u | 14.9% | -7.2% | u

An excerpt (hit frequency here may not be typical).
